Source: PubChem BioAssay
Dengue-2 NS5 capping: flavivirus cap methylation enzyme inhibition – biochemical, confirmation dose response, primary screen (AID 588689) | Dengue-2 NS5 methyltransferase capping enzyme assay, biochemical; higher % means a stronger effect | inhibition, % at 25 µM, or IC50 in µM where a hit was titrated | 0.3% of 340,000 active; in the data active means a potency from the dose series; inconclusive means inhibition above about 29% without an active follow-up result
Rac1 GTP hydrolysis: MgcRacGAP GTPase-activating activity inhibitors, confirmation, biochemical, ADP Hunter fluorescence; MgcRacGAP-stimulated Rac1 GTP hydrolysis, ADP Hunter fluorescence; higher % means a stronger effect; GST-tagged Rac1 F28L mutant substrate; inhibition, % at 30 µM, or IC50 in µM where a hit was titrated; 0.6% of 340,000 active;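 active means first-screen hits whose inhibition reached a set limit at any dose in the follow-up dose series; inconclusive means inhibition above the set first-screen limit but never retested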;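 further: fluorescence reports GDP produced by GAP-driven GTP hydrolysis; strong numbers were not always called active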
GPR55 LPI antagonism: GPR55 antagonists blocking LPI-driven arrestin recruitment, primary screen, imaging, U2OS, beta-arrestin-GFP, LPI agonist (AID 2013); U2OS GPR55 beta-arrestin-GFP translocation imaging, LPI antagonism; higher % means a stronger effect; inhibition, % at 10 µM, or IC50 in µM where a hit was titrated; 0.13% of 290,000 active;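 active means spots per cell inhibited over 60%, with over 100 cells counted and total cytoplasm intensity under 500,000; inconclusive means wells with under 100 cells, flagged as likely toxic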;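 further: U2OS cells stably carrying GPR55 and arrestin-GFP stimulated by 5 µM LPI near EC80; imaged beta-arrestin-GFP aggregate spots per cell after agonist stimulation; plate controls were LPI-stimulated DMSO wells for no effect and DMSO wells without LPI for full effect; some results filed as inactive read as strong as hits; confirmed hits need IC50 under 10 µM and bright autofluorescent wells are also inconclusive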
HIV fusion peptide: inhibitors of HIV fusion peptide binding, primary screen, biochemical, uHTS, fluorescence dequenching (AID 1986). cell-free peptide binding, fluorescence dequenching, 30 min; higher % means a stronger effect. one-dose inhibition, % at 20 µM; IC50 in µM for titrated hits. 0.3% of 290,000 active; in the data active means inhibition mostly above about 52%, no sharp cut-off; inactive means mostly below about 76%; further: some results filed as inactive read as strong as hits
RSV antiviral HEp-2: RSV antiviral activity via CPE protection, HEp-2 cells, primary 10 µM value included (AID 2391) | one-dose CPE inhibition, % at 10 µM; IC50 in µM for titrated hits | HEp-2 cells, RSV-induced CPE inhibition; higher % means a stronger effect | 0.13% of 310,000 active; in the data active means a potency from the dose series; inconclusive means CPE inhibition mostly from about 23% at the one dose, without a potency; inactive means the rest, 99 in 100 with CPE inhibition below about 21%; further: strong numbers were not always called active
PhoP inhibition: inhibitors of PhoP regulon expression, primary screen, Salmonella Typhimurium, GFP reporter (AID 1863); S. Typhimurium PhoP-regulated promoter GFP reporter, 4 h; higher % means a stronger effect; inhibition, % at 50 µM; hits with a dose series show IC50 in µM; 0.16% of 300,000 active;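 active means inhibition over 29.93%, a cutoff 3 SD above the screen mean, later confirmed by dose response; inconclusive means inhibition over 29.93% but no dose response follow-up; inactive means inhibition at most 29.93% or unconfirmed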;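 further: 0% = low Mg2+ inducing control and 100% = high Mg2+ repressing control; strong numbers were not always called active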
GPR35 arrestin U2OS: GPR35 antagonists blocking zaprinast-driven arrestin recruitment, primary screen, imaging, U2OS, beta-arrestin-GFP, zaprinast agonist (AID 2058); U2OS GPR35 beta-arrestin-GFP translocation imaging, zaprinast antagonism; higher % means a stronger effect; one-dose inhibition, % at 10 µM; IC50 in µM for titrated hits; 0.052% of 290,000 active;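 active means inhibition of at least 50% with at least 30 cells and total cytoplasm GFP at most 10,000,000; inconclusive means under 30 cells or total GFP of 10,000,000 plus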
Large T inhibition: TAg ATPase/helicase activity blockers – biochemical (AID 1903) | SV40 large T antigen ATPase/helicase inhibition assay; higher % means a stronger effect | one-dose inhibition, % at 20 µM; IC50 in µM for titrated hits | 0.39% of 310,000 active; in the data active means a potency from the dose series; inconclusive means inhibition mostly from about 32% at the one dose, without a potency; inactive means the rest, 99 in 100 with inhibition below about 32%; further: strong numbers were not always called active
UTI89 phage lysis: protection from phage-mediated lysis, alamar blue read-out – E. coli UTI89, K1F phage, bacterial capsule biogenesis inhibitors (AID 488966); E. coli UTI89 K1F phage lysis, alamar blue, 2 h; higher % means a stronger effect; inhibition, % at 100 µM, or IC50 in µM where a hit was titrated; 0.02% of 340,000 active;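 active means phage lysis inhibition, versus mean bacterial control, above a set limit; inconclusive means no clear call, values can overlap the other calls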;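 further: capsule biogenesis inhibitors block K1F phage lysis so surviving cells raise fluorescence; higher fluorescence means more inhibition of phage lysis; actives were called in the ten point dose series up to 300 µM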
Dengue-2 NS5 capping pilot replicate: second read-out of Dengue-2 NS5 capping, no call of its own (marks repeat the call); inhibition, %; measured here: pilot screen replicate inhibition
* hit, by the source's call; u = inconclusive; x = not tested or not shown; [ ] = remark or other dose. Rows are unselected; 1.5% or so of the library scored in one or more.

SMILES	Dengue-2 NS5 capping	Rac1 GTP hydrolysis	GPR55 LPI antagonism	HIV fusion peptide	RSV antiviral HEp-2	PhoP inhibition	GPR35 arrestin U2OS	Large T inhibition	UTI89 phage lysis	others
O=S(=O)(c1ccccc1)c1cnn(-c2ccccc2)c1-c1ccc(F)cc1	-3%	8%	7%	-1.7%	4.2%	-9%	-11%	4%	-0.4%	Dengue-2 NS5 capping pilot replicate=2.4
O=C(NNS(=O)(=O)c1ccc(F)cc1)C1CCCCC1	13%	2%	16%	0.6%	1.8%	7%	7%	17%	-0.1%
CSCc1nnc(NC(=O)c2ccc(S(=O)(=O)N3CCCCC3C)cc2)o1 (configuration not stated)	-2%	2%	-2%	3.0%	2.5%	-4%	-4%	3%	0.0%
CC(=O)N1c2ccccc2C(=O)C1N(C)c1ccc(C)cc1 (configuration not stated)	7%	12%	7%	-1.1%	-0.4%	-1%	8%	1%	0.6%
CCCc1cc(=O)[nH]c(SCC(=O)CSc2nc(CCC)cc(=O)[nH]2)n1	3%	17%	-2%	3.8%	-0.6%	1%	-11%	u	-0.1%
COc1ccc(-n2c(SCC(=O)Nc3sc4c(c3C#N)CCCC4)nnc2-c2ccccc2OC)cc1	-3%	14%	-1%	0.4%	5.8%	-5%	-7%	13%	0.9%
COc1ccccc1-c1nnc(SC(C(=O)c2c[nH]c3ccccc23)c2ccccc2)n1C (configuration not stated)	-16%	0%	24%	2.0%	13%	22%	-12%	4%	0.0%
O=C1C=C(NCc2ccc(Cl)cc2)CCC1	-1%	3%	-6%	-1.2%	1.3%	u	-5%	13%	1.1%[50 µM]
Cc1nc2c([nH]1)C1(CCN(Cc3ccccc3)CC1)C(C#N)=C(N)O2	12%	6%	8%	6.2%	0.5%	4%	-16%	-2%	-0.3%
CCOC(=O)N1CCN(C(=O)c2cc(-n3cnnc3)ccc2Cl)CC1	-5%	3%	-5%	-0.2%	1.7%	-5%	-12%	-1%	0.7%
Nc1ccccc1NC(=O)CCn1c(=S)[nH]c2ccccc2c1=O	-11%	-2%	-2%	1.0%	-1.1%	-8%	2%	14%	0.1%
Cc1cc(NC(=O)CCC(=O)N(c2ccc(F)cc2)C2(C(=O)NC3CCCCC3)CCCC2)no1	4%	1%	-1%	-4.5%	-0.9%	-2%	26%	1%	-2.1%
COc1ccc(CCN2C(=O)CC(NNc3ccc([N+](=O)[O-])cc3)C2=O)cc1OC (configuration not stated)	-6%	5%	10%	-2.1%	3.1%	-3%	-7%	14%	1.5%
COc1ccccc1N1CCN(C(=O)c2oc3cc(C)cc(C)c3c2C)CC1	-1%	8%	4%	-3.0%	5.5%	5%	29%	5%	0.4%
CCCCCCOc1ccc(OC(=O)c2cccnc2)cc1	0%	-1%	x	-1.4%	-1.9%	2%	15%	5%	4.6%
COc1ccc(/C=N/n2cnc3c([nH]c4ccc(F)cc43)c2=O)cc1CSc1ccccn1	-13%	6%	-6%	0.7%	3.6%	-3%	3%	7%	1.1%
CC1=C(C(=O)NCCCOC(C)C)C2(CCC(C)CC2)OC1=O (configuration not stated)	-4%	9%	0%	-0.6%	0.4%	1%	6%	7%	-0.9%
COc1cccc(C(=O)NNC(=O)Cc2csc(N)n2)c1	-2%	11%	3%	0.1%	1.4%	-7%	-10%	7%	0.3%
O=C(c1ccco1)N1N=C(c2ccc(Cl)cc2)CC1c1ccco1 (configuration not stated)	-6%	6%	17%	2.7%	1.5%	-2%	1%	-7%	-0.1%
Oc1ccc(C[C@@H]2CNCCN2CCC23CC4CC(CC(C4)C2)C3)cc1	3%	5%	x	x	-1.8%	15%	x	2%	-7.4%
Cc1cc(N2CCN(C3CCCC3)CC2)n2c(nc3ccccc32)c1C#N	-8%	9%	-18%	-0.6%	0.3%	-11%	-6%	9%	1.4%[50 µM]
CC(=O)c1ccc(NC(=O)[C@@H]2CCCN2C(=O)OC(C)(C)C)cc1	-8%	0%	7%	-0.8%	0.8%	-3%	-2%	11%	-0.1%
COc1ccc(CCNC(=O)c2cnc3ccccn3c2=O)cc1	-4%	6%	14%	2.6%	1.2%	0%	-12%	10%	-0.4%
O=C(Cn1ccc([N+](=O)[O-])n1)NCC1CCCO1 (configuration not stated)	1%	4%	-11%	0.7%	0.3%	7%	-2%	14%	0.6%[50 µM]
O=C(CN1CCCSc2ccccc21)N1CCN(S(=O)(=O)c2cccc(F)c2)CC1	-5%	3%	x	x	4.3%	x	x	x	-0.1%[50 µM]
CC(=O)Nc1ccc(NC(=O)c2ccc(Cl)nc2)cc1	-8%	9%	0%	-1.3%	0.4%	x	-8%	-4%	0.1%
COc1ccc2cc(C3(C)NC(=O)N(CC(=O)NCCC4=CCCCC4)C3=O)ccc2c1 (configuration not stated)	-7%	2%	7%	9.2%	2.1%	3%	5%	-2%	0.2%	Dengue-2 NS5 capping pilot replicate=-2.1
COc1ccc(C(=O)NCC(c2ccc(F)cc2)N2CCOCC2)cc1S(=O)(=O)N1CCCC1 (configuration not stated)	-1%	5%	16%	-0.5%	1.6%	0%	-3%	12%	1.4%
Cc1ccc(NC(=O)CSc2nnc(CNC(=O)c3ccccc3F)o2)cc1Cl	-6%	x	-9%	0.4%	0.3%	2%	20%	4%	0.2%
Cc1ccsc1C(=O)OCC(=O)Nc1c(C)n(C)n(-c2ccccc2)c1=O	3%	8%	9%	-1.5%	0.3%	2%	10%	-9%	1.6%[50 µM]
CC(NC(=O)c1cc(F)c(F)c(F)c1F)c1ccc(-n2ccnc2)cc1 (configuration not stated)	-2%	-6%	16%	-0.2%	-0.3%	-7%	2%	15%	-1.0%[50 µM]
CCOC(=O)c1cccnc1SCc1cc(=O)n2ccccc2n1	-2%	5%	16%	27%	x	-3%	18%	-2%	-0.3%
CC(=O)Nc1cccc(C(=O)NC(C)c2ccc(-n3ccnc3)cc2)c1 (configuration not stated)	-7%	6%	-1%	1.0%	1.2%	2%	26%	-1%	-0.2%
Cc1cc(C)n(-c2nc3c(c(=O)n(C)c(=O)n3C)n2CCO)n1	-2%	4%	-6%	-0.9%	-1.0%	-9%	-19%	5%	0.8%
O=C(O)c1cc(=O)n(Cc2ccccc2)c(=O)[nH]1	-3%	x	8%	-0.6%	2.1%	15%	2%	4%	1.3%[50 µM]
Fc1ccccc1COc1ccc(Br)cc1CNCc1ccncc1	-2%	11%	18%	1.2%	5.1%	42%	5%	-1%	0.3%
COc1ccc(N(CC(=O)NCc2ccco2)S(C)(=O)=O)c(OC)c1	5%	8%	-4%	-0.9%	-0.3%	x	-19%	x	-0.5%
Cc1ccc(Cl)cc1NC(=O)C1CCCN1S(=O)(=O)c1ccc(-c2ccc(=O)[nH]n2)s1 (configuration not stated)	0%	-11%	-9%	-1.9%	2.8%	-2%	11%	-1%	-2.5%
COc1cc2[nH]c(=O)n(CCC(=O)N3CCN(Cc4ccc5c(c4)OCO5)CC3)c(=O)c2cc1OC	-1%	-5%	-5%	0.1%	1.3%	2%	-1%	6%	0.0%
NS(=O)(=O)c1ccc(N/C=C\C(=O)c2cccc3ccccc23)cc1	-8%	-9%	8%	9.1%	3.5%	24%	-11%	6%	3.4%
CC(C)OC(=O)Nc1ccc2c(c1)N(C(=O)CCN1CCN(CCO)CC1)c1ccccc1CC2	-3%	5%	12%	-1.7%	-2.5%	-5%	8%	8%	0.1%
CCC1CCCCN1Cc1nc2c(c(=O)n(C)c(=O)n2C)n1CC(C)C (configuration not stated)	-3%	-2%	14%	-0.5%	0.4%	x	4%	-1%	-0.3%
COc1ccc(NC(=O)CC2SC(N3CCOCC3)=NC2=O)c(OC)c1 (configuration not stated)	-7%	4%	x	x	0.8%	x	x	x	0.6%[50 µM]
CCOc1ccc(-n2c(Cc3cc(=O)[nH]c(=O)[nH]3)nnc2SCC(N)=O)cc1	0%	4%	-18%	-0.9%	-0.5%	-14%	12%	8%	0.4%
COc1cc(C(=O)NCCOc2ccccc2C)cc(OC)c1OC	-3%	6%	12%	-2.6%	-1.8%	7%	22%	-4%	0.2%
CCOC(=O)c1ccccc1NC(=O)Cn1cnc2c(oc3ccccc32)c1=O	-1%	5%	11%	-4.4%	0.9%	7%	8%	17%	0.2%
O=C(Nc1ccc2c(c1)OCO2)NC1CCN(Cc2ccccc2)CC1	1%	3%	6%	1.8%	-1.4%	21%	-4%	9%	0.2%
NC(=O)c1ccsc1NC(=O)COC(=O)/C=C/c1ccc([N+](=O)[O-])cc1	2%	8%	-6%	1.1%	0.0%	-12%	2%	6%	-0.3%[50 µM]
O=C(COC(=O)CNC(=O)c1cccc(F)c1)NCCC1=CCCCC1	-8%	2%	9%	-1.8%	1.7%	3%	-10%	6%	0.2%
Cc1cccc(CCNC(=O)CC2C(=O)NCCN2Cc2ccccc2C)n1 (configuration not stated)	-3%	9%	7%	-1.3%	0.5%	-6%	19%	26%	-0.1%
CCOc1cc(/C=N/N2CCOCC2)ccc1OCc1ccc(C(=O)OC)o1	-5%	0%	15%	-1.1%	4.2%	-3%	7%	12%	-0.1%
COc1ccc(N2CCN(Cc3cc(=O)oc4cc(C)c(Cl)c(C)c34)CC2)cc1	x	-10%	7%	-1.2%	2.2%	7%	13%	2%	0.1%
CCc1cc(=O)oc2cc(OCC(=O)O)c(Cl)cc12	-8%	8%	7%	0.9%	0.6%	4%	6%	23%	-0.1%
COc1ccc(C)cc1NC(=O)CCNS(=O)(=O)c1cccc(C(F)(F)F)c1	-2%	9%	-6%	-0.6%	2.0%	0%	-2%	2%	0.0%
O=C(Oc1ccccc1C(=O)Nc1ccccc1)c1ccccc1Br	-4%	6%	-1%	-0.3%	6.5%	-4%	-5%	3%	0.0%
